ER stress surv = ER stress cell death inhibition; 48,000 compounds, 0.33% hits; relative survival (cellular ATP), % at 15 µg/mL (by protocol); CSM14.1 thapsigargin ER stress survival, ATP luminescence;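 active = survival measured by cellular ATP above 50% at 15 µg/ml in the first screen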;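 also: cell death triggered by about 15 µM thapsigargin; ATP read 24 h after thapsigargin was added; plate controls were thapsigargin with DMSO for no effect and DMSO without thapsigargin for full effect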
* hit, by the source's call. This is a subset, so the mix of outcomes need not match the whole.

SMILES	ER stress surv
CC(=O)C1=C(O)C(=O)N(CC2CCCO2)C1c1ccc(F)cc1 (stereo not drawn)	-4
CCOC(=O)CSc1cc(C)nc2ccc(C)cc12	-4
COC(=O)c1ccc(/C=N/NC(=O)c2n[nH]c3c2CCC3)cc1	5
O=C(Nc1cc(Cl)cc(Cl)c1)c1cc(I)ccc1Cl	6
Cc1ccc(C(NC(N)=O)c2ccccc2)cc1C (stereo not drawn)	16
COc1ccc(C(=O)N2CCN(Cc3cccc(Cl)c3)CC2)cc1OC	13
CC1(C)CC(=O)C=C(NCCN2CCN(C(=O)Nc3ccc(Cl)c(Cl)c3)CC2)C1	1
COc1ccc(-c2csc(NC(=O)/C=C/c3ccc(OC)c(S(=O)(=O)N4CCCCC4)c3)n2)cc1	12
Oc1c(/C=C2\C=Nc3ccccc32)sc(=S)n1-c1ccc(Cl)cc1	-4
Cc1onc(-c2c(Cl)cccc2Cl)c1C(=O)Nc1ccc(S(N)(=O)=O)cc1	-2
O=[N+]([O-])c1ccc2c(c1)S(=O)(=O)NC2=NCCC1=CCCCC1	8
COc1cc(/C=C2/SC(=S)N(CC(=O)O)C2=O)ccc1OCc1ccc(Cl)cc1Cl	7
CNC(=O)c1cc2cc(OC)ccc2n1CCN(C)C	-3
Cc1ccc(NCCC(=O)c2ccc(Cl)c(Cl)c2)cc1	16
O=[N+]([O-])c1ccccc1NCCNS(=O)(=O)c1ccccc1	2
CC(C)(C)C(=O)Nc1cccc(C(=O)NCc2ccc(CNC(=O)c3cccc(NC(=O)C(C)(C)C)c3)cc2)c1	-5
COc1cc(/C=C2/SC(=S)N(c3ccccc3)C2=O)ccc1OC(=O)c1ccc(F)cc1	6
CC(C(=O)O)N1C(=O)/C(=C/c2ccc3c(c2)OCO3)SC1=S (stereo not drawn)	15
CCn1c(O)c(/C=N/N=C2CCCC2)c2ccc(C3=NNC(=O)CC3)cc21	1
COc1cc(OC)cc(C(=O)Nc2cccc(C(C)=O)c2)c1	-2
CCOC(=O)/C(C#N)=N\Nc1ccc(C(N)=O)cc1	10
COc1cc(C=O)ccc1OC(=O)c1cc(OC)c(OC)c(OC)c1	-4
CC(C)(C)c1ccc(OCC(=O)Nc2nccs2)cc1	0
Cc1cc(Cl)c(OCCCN2CCCCC2)c(Cl)c1	-7
Cc1nc(-c2ccccc2)sc1C(=O)NCc1ccccc1	5
Cc1ccc(C(=O)N/C(=C\c2ccc(-c3cc(Cl)ccc3Cl)o2)C(=O)NCc2ccco2)cc1	12
O=C(COc1ccc([N+](=O)[O-])cc1)Nc1ccc2oc(-c3ccc(Br)cc3)nc2c1	3
COCCNC(=O)/C(=C/c1ccc(-c2cc(Cl)ccc2Cl)o1)NC(=O)c1ccc(C)cc1	10
Cc1ccccc1N1C(=O)C2C3c4ccccc4C(C)(c4ccccc43)C2C1=O (stereo not drawn)	5
CC(=O)COc1ccc2c(C)cc(=O)oc2c1	4
O=C(CCN1CCOCC1)NC12CC3CC(CC(C3)C1)C2	18
COc1nsnc1NS(=O)(=O)c1ccc(NC(=S)NC(=O)c2sc3cc(F)ccc3c2Cl)cc1	7
Cn1cnc2cc(Nc3nnc(-c4ccc(Cl)cc4)c4ccccc34)ccc21	-13
Cc1ccc(S(=O)(=O)NC2=NCN(Cc3ccccc3)CN2)cc1	4
CCCc1cc(=O)oc2cc(OCc3ccccc3Cl)ccc12	4
O=C(Nc1ccc2nn(-c3ccc(F)cc3)nc2c1)c1cccnc1	3
O=C(O)CN(Cc1ccco1)S(=O)(=O)c1ccccc1	22
COc1cc([N+](=O)[O-])ccc1-c1ccc(/C=C2/C(=N)N3N=C(C(C)C)SC3=NC2=O)o1	1
Cc1cc(OCC(=O)Nc2ccc(NC(=O)c3ccco3)cc2)ccc1Cl	-3
O=C(Nc1ccccc1Br)c1ccc(CN2CCc3ccccc3C2)cc1	-3
O=C(NC(=O)c1ccncc1)NC(c1ccccc1)c1ccccc1	4
CCOC(=O)c1c[nH]c2ccc(Br)cc2c1=O	0
COC(=O)/C(=C\c1ccc(Cl)cc1)[N+](=O)[O-]	10
CSc1ccc(CN2CCN(Cc3ccc([N+](=O)[O-])cc3)CC2)cc1	-3
NS(=O)(=O)c1ccc(NC(=O)C23CC4CC(CC(C4)C2)C3)cc1	3
COC(=O)c1cc(Cl)c(NC(=O)c2c(-c3ccccc3Cl)noc2C)cc1OC	3
COc1ccc(-n2nc3cc(C)c(NC(=O)c4cccs4)cc3n2)cc1	12
CC1(C)CC(=O)C(C(/C=C/c2ccccc2)C2=C(O)CC(C)(C)CC2=O)C(=O)C1 (stereo not drawn)	9
O=C(Cn1cc(/C=C2\SC(=O)NC2=O)c2ccccc21)Nc1ccccc1	-1
Cc1cc(Cl)ccc1OC(=O)c1cc2ccccc2o1	7
COc1ccccc1/C=N/NC(=O)c1cc(-c2ccc(C)cc2)n[nH]1	7
CC(C)c1cc(Nc2nccs2)cc(C(C)C)c1O	2
Cc1ccc(S(N)(=O)=O)cc1NC(=O)c1ccc(F)cc1	8
COc1ccc(C(O)(C(=O)NCCCCOc2ccccc2)c2ccc(OC)cc2)cc1	-6
Cc1cccc(CN2CCN(C(=O)c3ccc([N+](=O)[O-])cc3)CC2)c1	4
CCOC(=O)c1sc(NC(=O)COc2ccccc2C)c(C(=O)OCC)c1C	-1
O=C(NNc1c(F)c(F)c(F)c(F)c1F)C(O)(c1ccccc1)c1ccccc1	-1
CC(=O)Nc1ccc(NC(=O)/C=C/C(=O)O)cc1Cl	-6
Cc1c(F)cccc1NC(=O)C(Cc1c[nH]c2ccccc12)NC(=O)OCC(C)C (stereo not drawn)	10
Cc1ccc(C)c(-c2csc(NC(=O)C3C4CCC(C4)C3C(=O)O)n2)c1 (stereo not drawn)	3

A different layout for some results above:
smiles,ER stress surv
COC(=O)c1cc(Cl)c(NC(=O)c2c(-c3ccccc3Cl)noc2C)cc1OC,3
O=C(Cn1cc(/C=C2\SC(=O)NC2=O)c2ccccc21)Nc1ccccc1,-1
Cc1cc(Cl)ccc1OC(=O)c1cc2ccccc2o1,7
COc1ccc(C(O)(C(=O)NCCCCOc2ccccc2)c2ccc(OC)cc2)cc1,-6
Cc1ccc(C)c(-c2csc(NC(=O)C3C4CCC(C4)C3C(=O)O)n2)c1 (stereo not drawn),3
Cc1cccc(CN2CCN(C(=O)c3ccc([N+](=O)[O-])cc3)CC2)c1,4

The list continues:
SMILES	ER stress surv
CCc1c(C)nc2cc(-c3cccs3)[nH]n2c1=O	-3
CCCCOC(=O)c1ccc(NC(=S)NC(NC(=O)Cc2ccccc2)C(Cl)(Cl)Cl)cc1 (stereo not drawn)	9
CCCCC(=O)Nc1ccc(C2C(=O)c3ccccc3C2=O)cc1	0
CC1=CC(C)(C)C(C#N)(C#N)C(N)=C1C#N	1
O=C(Nc1ccccc1)Nc1ccc(S(=O)(=O)N2CCCC2)cc1	-2
Cc1ccc(-c2nc(-c3ccncc3)no2)cc1[N+](=O)[O-]	2
COc1ccc(OCCCN2CCOCC2)cc1	-19
Cc1cc2nc3s/c(=C/c4ccc([N+](=O)[O-])cc4)c(=O)n3c2cc1C	3
Oc1ccccc1/C=N/n1c(-c2ccccc2)n[nH]c1=S	-1
O=C(O)CCC(=O)N(CCc1ccccc1)C1CC(=O)N(c2ccc(Cl)cc2)C1=O (stereo not drawn)	10
N#C/C(=C/c1ccc(C(=O)O)cc1)C(=O)Nc1cccc(Br)c1	2
CCCCOC(=O)c1cccc(NC(=O)c2cccc(Br)c2)c1	5
Cc1ccc(NC(=O)c2ccccc2[N+](=O)[O-])cc1	2
CCOC(=O)c1c(NC(=O)Cc2ccccc2)sc(C(=O)N2CCCCC2)c1C	2
Nc1nnc(SCC(=O)N2CCc3ccccc3C2)s1	-2
O=[N+]([O-])c1ccc(C=NCC2OCCc3ccccc32)cc1 (stereo not drawn)	-4
O=C(/C=C/c1ccccc1)NC(=S)Nc1ccc2oc(-c3cccnc3)nc2c1	9
O=C1/C(=C/c2c(Cl)cccc2Cl)SC(=S)N1CC1CCCO1 (stereo not drawn)	10
COC(=O)c1cc(C(=O)NCc2ccccn2)cc([N+](=O)[O-])c1	8
COc1ccc(C2NCCc3c2[nH]c2ccccc32)cc1OC (stereo not drawn)	-4
CCCCOC(=O)c1ccc(NC(=O)c2cccc(Cl)c2)cc1	0
S=C(NCc1ccc2c(c1)OCO2)Nc1ccccc1	2
O=C1C2C3CCC(O3)C2C(=O)N1c1ccc(Cl)cc1 (stereo not drawn)	-2
CCOC(=O)c1ccc(NC(=O)C2CC(=O)N(c3ccc(F)cc3)C2)cc1 (stereo not drawn)	5
COC(=O)c1ccc(COc2cc(C)cc3oc(=O)cc(-c4ccccc4)c23)cc1	4
O=S(=O)(Nc1ccccc1CO)c1ccccc1	2
O=C(O)c1cccc(NC(=O)c2ccc3ccccc3n2)c1	2
COc1cc(/C=N\NC(=O)c2c(C)nc3ccc(Cl)cn23)cc(OC)c1OC	7
CC(C)c1ccc(NC(=O)Cc2cccc3ccccc23)cc1	26
COc1ccccc1Cc1noc(-c2ccc(I)cc2)n1	1

In the list so far, 5 contain a thiophene ring, fused or not.
SMILES	ER stress surv
COc1nsnc1NS(=O)(=O)c1ccc(NC(=S)NC(=O)c2sc3cc(F)ccc3c2Cl)cc1	7
COc1ccc(-n2nc3cc(C)c(NC(=O)c4cccs4)cc3n2)cc1	12
CCOC(=O)c1sc(NC(=O)COc2ccccc2C)c(C(=O)OCC)c1C	-1
CCc1c(C)nc2cc(-c3cccs3)[nH]n2c1=O	-3
CCOC(=O)c1c(NC(=O)Cc2ccccc2)sc(C(=O)N2CCCCC2)c1C	2

Additional structures follow.
SMILES	ER stress surv
Cc1ccc(NS(=O)(=O)c2cc(Cl)ccc2Cl)c([N+](=O)[O-])c1	-7
O=[N+]([O-])c1ccc(C=Nc2ccc(Cl)c([N+](=O)[O-])c2)s1	6
Cc1cc(OCC(=O)Nc2c(C)cccc2C)ccc1Cl	3
COC(=O)c1ccc(OCC(=O)Nc2ncccn2)cc1	11
Cc1ccc(-c2csc(NC(=O)c3ccc([N+](=O)[O-])c(C)c3)n2)cc1	7
Cc1cc(C)cc(NC(=O)CCC(=O)O)c1	7
CC(=O)c1cccc(NC(=O)CC2S/C(=N\N=C\c3cccs3)NC2=O)c1 (stereo not drawn)	1
c1ccc(CN2CCC(N3CCN(C4CCCCC4)CC3)CC2)cc1	-9
Cc1c(C#N)sc2nc(-c3ccccc3)nc(/N=C/N(C)C)c12	0
COC(=O)c1cccc(NC(=O)c2ccc[n+]([O-])c2)c1	5
COCCNC(=O)Cc1ccc(Br)cc1	5
COc1ccc(C2C(C(=O)OC(C)C)=C(C)N=c3s/c(=C\c4ccc(C)o4)c(=O)n32)cc1 (stereo not drawn)	-1
COc1ccc(N(C(C)C(=O)NN=C2CCN(C)CC2)S(C)(=O)=O)cc1 (stereo not drawn)	8
COc1ccc(-c2n[nH]c(=S)n2-c2ccccc2)cc1	1
COc1cccc(OC)c1C(=O)Nc1cc(Cl)cc(Cl)c1	6
CC1=C(C(=O)OCc2ccccc2)C(c2c(F)cccc2Cl)CC(=O)N1 (stereo not drawn)	-1
NNc1nc(-c2ccccc2)c2cc(Br)ccc2n1	-3
O=C(c1ccc(F)c(F)c1)N1CCN(c2cc(N3CCCC3)c(F)cc2[N+](=O)[O-])CC1	-1
O=S(=O)(Nc1ccc2c(c1)OCO2)c1ccc2ccccc2c1	6
NC(=O)C(F)(Cl)c1c(F)c(F)c(F)c(-c2ccccc2)c1-c1ccccc1 (stereo not drawn)	-1
CCC(C)c1ccccc1OCC(=O)Nc1cc(C(=O)O)cc(C(=O)O)c1 (stereo not drawn)	8
O=C(COc1ccccc1[N+](=O)[O-])Nc1cccc(Cl)c1Cl	8
CCOC(=O)N/N=C/c1ccccc1F	-5
N#CC(C#N)=Cc1ccc(-c2ccc3c(c2)COC3=O)o1	4
CCOC(=O)Cc1nnc2c(NC(C)C)nc3nonc3n12	-6
COc1ccc(/C=C/C(=O)NCc2ccc(Cl)cc2)cc1OC	3
C=CCc1c(C)nc2cc(-c3cccc(C)c3)[nH]n2c1=O	3
Cc1ccc(C(=O)N2CCN(c3ccc([N+](=O)[O-])cc3)CC2)cc1C	6
O=C1NC(=O)C(=Cc2ccc(-c3cccc(Br)c3)o2)C(=O)N1	6
COc1ccc(-c2nn(-c3ccccc3)cc2/C=c2\sc3nc(-c4ccc(Cl)cc4)nn3c2=O)cc1	-2

6 of the compounds above, as a markdown table:
| molecule | ER stress surv |
| --- | --- |
| CCOC(=O)/C(C#N)=N\Nc1ccc(C(N)=O)cc1 | 10 |
| CC1=CC(C)(C)C(C#N)(C#N)C(N)=C1C#N | 1 |
| O=C(CCN1CCOCC1)NC12CC3CC(CC(C3)C1)C2 | 18 |
| Cc1cc(C)cc(NC(=O)CCC(=O)O)c1 | 7 |
| COc1ccc(C(O)(C(=O)NCCCCOc2ccccc2)c2ccc(OC)cc2)cc1 | -6 |
| COc1cc(/C=C2/SC(=S)N(c3ccccc3)C2=O)ccc1OC(=O)c1ccc(F)cc1 | 6 |

(next part)
SMILES	ER stress surv
COc1cc(C(=O)NC(C)C2CC3CCC2C3)cc(OC)c1OC (stereo not drawn)	-10
O=C(Nc1cccc(Br)c1)C1C2CC/C=C\CCC21 (stereo not drawn)	1
CCN1C(=O)/C(=C\c2cn(Cc3ccc(F)cc3)c3ccccc23)SC1=S	5
c1ccc(-c2ccc(Oc3nc4ccccc4n4cnnc34)cc2)cc1	-2
Cc1nc2c(=O)[nH]c3ccccc3c2o1	4
C=CCOc1ccc(/C=C/C(=O)c2ccc(Cl)cc2)cc1OC	7
CCOc1ccc(-c2cc(C(=O)NC3CCCC3)c3ccccc3n2)cc1	10
CC1(C(=O)Nc2cccc3ccccc23)CCCCC1	3
O=C(O)CCCCCN1C(=O)C(=O)/C(=C(/O)c2ccc([N+](=O)[O-])cc2)C1c1ccccc1 (stereo not drawn)	1
C=CCN1C(=O)C(Cc2ccccc2)S/C1=N/N=C/c1ccccc1 (stereo not drawn)	3
CC(NC(=O)C(=O)NC(C)C1COc2ccccc2O1)C1COc2ccccc2O1 (stereo not drawn)	4
